# Bioassay records (PubChem BioAssay)
# FadD28 FP inh = blocks FadD28 binding to the bisubstrate probe; fluorescence polarization; inhibition, % at 12.5 µM; hit rate 0.22% among 360,000; AID 588549; in the data active = inhibition above about 8.5%, passing the limit was not always enough; inconclusive = no clear call, values can overlap the other calls
# BoNT-F LC inh = blocks Botulinum neurotoxin F light chain protease; Multiplex microsphere protease cleavage assay, flow cytometry; inhibition, % at 10 µM; hit rate 0.22% among 360,000; AID 588497; in the data active = inhibition above about 35%, passing the limit was not always enough; inconclusive = no clear call, values can overlap the other calls; also: plate controls were buffer without enzyme for full effect and enzyme alone for no effect
# Anthrax LF inh2 = blocks Bacillus anthracis lethal factor protease; P15917; multiplex microsphere protease cleavage assay, LF; inhibition, % at 10 µM; hit rate 0.12% among 360,000; AID 588501; also: plate controls were buffer without enzyme for full effect and enzyme alone for no effect
# Target sequence (P15917 whole entry, looked up): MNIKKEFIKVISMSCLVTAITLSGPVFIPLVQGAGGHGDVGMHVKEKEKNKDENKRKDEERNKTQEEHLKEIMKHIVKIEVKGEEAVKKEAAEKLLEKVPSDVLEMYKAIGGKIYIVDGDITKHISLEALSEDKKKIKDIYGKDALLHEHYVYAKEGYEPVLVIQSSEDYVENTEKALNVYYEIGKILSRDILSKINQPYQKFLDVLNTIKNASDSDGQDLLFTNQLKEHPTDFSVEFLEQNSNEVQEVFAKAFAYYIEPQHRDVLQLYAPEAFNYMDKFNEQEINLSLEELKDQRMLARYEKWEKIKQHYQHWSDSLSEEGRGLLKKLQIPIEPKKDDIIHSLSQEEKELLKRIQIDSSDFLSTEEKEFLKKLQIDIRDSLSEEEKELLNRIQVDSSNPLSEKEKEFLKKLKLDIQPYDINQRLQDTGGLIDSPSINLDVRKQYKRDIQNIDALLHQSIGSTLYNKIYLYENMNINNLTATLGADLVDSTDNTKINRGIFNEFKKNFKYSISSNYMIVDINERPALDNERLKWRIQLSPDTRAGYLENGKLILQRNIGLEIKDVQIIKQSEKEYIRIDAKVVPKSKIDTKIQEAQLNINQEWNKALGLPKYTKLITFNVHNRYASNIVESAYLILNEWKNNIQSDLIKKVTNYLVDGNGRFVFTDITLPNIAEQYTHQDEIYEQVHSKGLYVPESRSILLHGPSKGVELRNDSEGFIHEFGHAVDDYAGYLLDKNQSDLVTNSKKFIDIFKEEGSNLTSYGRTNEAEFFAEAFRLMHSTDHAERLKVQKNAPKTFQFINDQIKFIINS
# BoNT A protease = inhibitors of Botulinum neurotoxin A light chain protease. multiplex microsphere protease substrate cleavage, flow cytometry. inhibition, % at 10 µM. hit rate 0.17% among 360,000; also: plate controls were buffer without enzyme for full effect and enzyme alone for no effect
# TcdB inh = blocks C. difficile toxin B glycohydrolase activity | P18177 | TcdB glycohydrolase enzymatic assay, plate reader | inhibition, % at 9.99 µM | hit rate 0.24% among 350,000; in the data active = inhibition above about 10%
# Y pestis TopoI = Y. pestis Topo-I inhibition via cleavage products; Y. pestis Topo-I cleavage product accumulation, plate reader; activity, % at 10 µM; hit rate 0.064% among 360,000; AID 504884; in the data active = activity above about 50%, passing the limit was not always enough; inconclusive = no clear call, values can overlap the other calls; also: inactives centre near 2
# PrPC surface inh = cell surface PrPC inhibition, primary TR-FRET screen; TR-FRET read-out; hit rate 0.43% among 370,000; inhibition, % at 13.8 µM; in the data active = inhibition above about 24%; also: 0% = median of the test wells and 100% = reference compound wells
# PfHsp40 rescue = compounds rescuing yeast from Plasmodium falciparum HSP40 toxicity; AID 504582; hit rate 0.68% among 340,000; growth rescue, % at 12.5 µM; S. cerevisiae expressing PfHsp40, growth rescue, ATP luminescence; in the data active = growth rescue above about 28%, passing the limit was not always enough; inconclusive = no clear call, values can overlap the other calls;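 also: yeast W303a lacking pdr1 and pdr3 grown in galactose medium; growth measured after three days at 30 °C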
# CCHFV vOTU inh = CCHFV vOTU protease inhibition. inhibition, % at 11.5 µM. Pep-AMC fluorescence. hit rate 0.55% among 370,000. AID 651958; in the data active = inhibition above about 30%; also: 0% = vehicle wells with enzyme and 100% = no enzyme wells
# * hit, by the source's call; ? = inconclusive; . = no result given. Rule as the data show it, unless noted: active = inhibition above about 30%; inconclusive = no clear call, values can overlap the other calls; inactive = below that. No enrichment for hits; overall some 2.3% were active at least once.
SMILES,FadD28 FP inh,BoNT-F LC inh,Anthrax LF inh2,BoNT A protease,TcdB inh,Y pestis TopoI,PrPC surface inh,PfHsp40 rescue,CCHFV vOTU inh
COc1cccc(-c2nc(CS(=O)(=O)CC(=O)NC3CCCCC3C)c(C)o2)c1 (stereo not given),-1.4,6,6,1.5,-0.8,4,3,-0.6,8
COC(=O)[C@]1(Cc2ccccc2)N[C@H](CN(C)S(=O)(=O)c2ccc(C(C)(C)C)cc2)[C@@H]2C(=O)N(Cc3ccccc3)C(=O)[C@@H]21,-0.3,10,7,-0.1,0.8,5,-4,-0.2,9
COCCNC(=O)CSc1nc(-c2ccccc2)c(-c2ccccc2)o1,-5.4,-8,-9,-0.9,0.9,15,-5,-0.2,10
COc1cccc(NC(=O)CSc2ccc3nnc(-c4cccnc4)n3n2)c1,-1.0,2,1,3.3,1.4,0,-1,0.9,-5
CC1(C)CC(=O)C(C(c2cc([N+](=O)[O-])ccc2Cl)C2C(=O)CC(C)(C)CC2=O)C(=O)C1,-4.3,-27,?,2.6,-1.5,-2,-5,.,2
Cc1cc(C)c(C#N)c(OCC2CCCO2)n1 (stereo not given),0.2,4,1,-0.7,-2.0,.,3,.,16
O=C(/C=C/c1ccc(OC(F)F)cc1)OCC(=O)N1CCN(C(=O)c2ccco2)CC1,-4.8,1,3,-0.3,.,-5,-3,-1.0,-21
NC(=O)c1nsc(C(=O)N(c2ccccc2)C(C(=O)NCc2ccc(F)cc2)c2ccco2)c1N (stereo not given),-0.4,30,6,-0.7,-0.5,29,-1,-1.4,-5
CCOc1ccc(C(=O)NCC(=O)OCC(=O)Nc2ccccc2OCC)cc1,-0.7,-8,2,-1.0,.,15,9,1.2,7
COc1cc(NC2c3ccccc3C(=O)N2c2cc(C)ccn2)cc(OC)c1OC (stereo not given),-0.6,6,12,0.6,0.4,9,4,0.6,-7
O=C(COC(=O)C1CCN(c2ccc(C(F)(F)F)cn2)CC1)NCc1cccc(Cl)c1,-8.1,-10,-1,-2.7,0.0,29,3,-0.2,18
c1ccc(Sc2ccccn2)cc1,1.2,?,19,-0.4,-0.7,-3,-10,.,1
O=c1c2sc(-c3ccccc3)cc2nc2n1CCCCC2,-12,?,-16,-0.8,1.8,6,4,1.5,26
CCOC(=O)Cc1nnc(NC(=O)COc2ccc(C)cc2)s1,-1.2,4,-1,-0.1,.,-3,6,-0.6,0
CCN1C(=O)N/C(=C/c2cc(C)n(Cc3ccccc3)c2C)C1=O,-0.8,-3,2,0.1,0.4,16,-9,1.9,5
C[C@H](NC(=O)c1nc[nH]c1C(=O)NCC(=O)OCc1ccccc1)c1ccccc1,-3.4,-11,-1,-0.5,0.7,3,-7,0.7,9
Cc1cscc1-c1cc2nc(NCCCN(C)C)n(C)c(=O)c2s1,-7.8,-2,-4,0.0,2.8,-4,-9,.,-1
O=C(O)COc1ccc(/C=N/NC(=O)Cc2ccc(Cl)cc2)cc1,-3.1,-4,2,-1.9,-0.7,9,2,-0.7,5
Nc1cc(S(=O)(=O)N2CCCCC2)ccc1N1CCCCC1,-3.4,?,2,1.6,1.2,18,9,1.3,11
CCCOc1ccc(C(=O)CCC(=O)OCC(=O)N2CC(=O)Nc3ccccc32)cc1,-4.8,7,2,-0.3,.,7,6,-1.9,6
CC(C)(C)c1ccc(-c2noc(CCC(N)=O)n2)cc1,-1.9,4,-8,2.1,.,4,0,-0.2,-3
COC(=O)CC1CC2(C(=O)OC)c3[nH]c4ccccc4c3CCN2C1=O (stereo not given),0.5,-2,-9,0.7,0.4,.,7,.,-9
COCCN(C(=O)c1ccccc1OC1CCN(S(C)(=O)=O)CC1)C(C)C,-0.3,-2,-2,-0.5,0.1,8,6,-0.6,4
COc1cc(C=O)ccc1OC(=O)c1ccncc1,-2.9,0,-1,-0.1,-0.3,-1,-6,1.0,10
CN(C)S(=O)(=O)c1ccc(NC(=O)COc2ncnc3c2cnn3-c2ccccc2)cc1,-5.3,-9,1,-0.1,.,0,1,0.2,-13
COc1ccc(-n2c(N3CCN(C)CC3)nc3sc4c(c3c2=O)CCCCC4)cc1,-0.8,-14,?,-2.9,.,7,2,-1.5,-2
Cc1c(CCOC(=O)c2ccc(Cl)cc2Cl)sc[n+]1CC(=O)c1ccc(Br)cc1,-5.9,2,0,-0.4,0.1,13,-6,0.1,16
COc1ccc(CCC(=O)N2CCN(S(=O)(=O)c3cccs3)CC2)cc1,-3.3,1,0,4.0,0.8,9,4,0.2,4
O=C(Cn1cnc2c(nnn2Cc2ccc(Cl)cc2)c1=O)c1ccccc1,-0.2,3,-1,0.2,1.1,7,4,1.9,16
O=C(Nc1cccc(Cl)c1)Nc1nnc([C@@H]2C[C@H](O)[C@@H](CO)O2)s1,-5.6,-5,-4,-0.1,-0.1,6,0,.,-3
CC1CCN(CCCNC(=O)c2nn(C)c3c2CS(=O)(=O)c2ccccc2-3)CC1,-1.3,-1,0,-0.3,0.7,1,-11,0.2,-12
O=C(O)CCCN=C1CCCc2ccccc2N1,-2.2,1,-2,0.4,.,0,-5,-0.7,-3
O=C(NCc1ccccc1Cl)c1ccncc1,-0.1,1,4,-3.3,-1.1,-3,2,-1.4,4
CC1CCCCN1C(=S)Nc1ccc(S(=O)(=O)N2CCCCC2)cc1 (stereo not given),-3.4,8,10,0.1,-0.4,-1,3,.,7
CCOc1ccc(S(=O)(=O)NCCC(=O)Nc2ccncc2)cc1,-0.3,5,-4,1.3,4.5,-11,1,-1.4,-2
CCOc1ccc(N(Cc2cc3ccc(C)cc3[nH]c2=O)C(=O)COC)cc1,-0.4,-5,0,-0.2,.,4,7,1.7,3
O=C(Nc1ccon1)c1cc2ccccc2oc1=O,-1.3,-2,-2,-1.0,.,2,1,-0.9,-8
O=C1C=C(NCCOC23CC4CC(CC(C4)C2)C3)C2(CCCCC2)O1,-3.1,-3,0,0.4,-1.3,-13,4,-1.0,4
CCN1C(=O)N[C@@H](c2ccccc2)[C@H](C(C)=O)[C@H]1C,-4.7,2,0,0.3,1.2,-6,2,-0.6,-9
Cc1c(NC(=O)c2cc3nc(-c4ccc(Cl)cc4)cc(C(F)(F)F)n3n2)c(=O)n(-c2ccccc2)n1C,-0.9,-39,0,-4.5,.,6,3,-1.7,5
CC(C)CC(C(=O)Nn1cnnc1)N1C(=O)c2ccccc2C1=O (stereo not given),-1.3,-1,2,0.9,.,-8,6,-0.2,7
C=CCN1C(=O)C2(NC(=O)c3ccccc3N2)c2ccccc21 (stereo not given),-2.0,-2,-13,-0.9,0.6,3,5,0.9,-30
N#C/C(=C\c1ccc(N2CCOCC2)c([N+](=O)[O-])c1)c1nc2ccccc2[nH]1,2.0,-11,1,0.2,1.7,-1,-13,-1.0,16
O=C(CSc1nnc(NC(=O)c2ccc(F)cc2)s1)NCc1ccco1,-0.6,-3,-1,-2.6,0.3,2,5,0.9,11
CCN(CC)C(=O)[C@H]1CC(CC(=O)NCCC2=CCCCC2)C(=O)N2CCc3c([nH]c4ccc(OC)cc34)[C@]12C (stereo not given in full),-1.4,-9,-8,-0.8,2.1,25,-4,2.9,7
Nc1ccc(N2CCCCC2)c(S(=O)(=O)Nc2ccccc2Cl)c1,-0.2,-4,-12,-0.5,1.8,-4,-2,-1.4,-5
O=S(=O)(c1ccc2ccccc2c1)N1CCN(C2Cc3ccccc3C2)CC1,-3.9,4,1,0.2,0.7,21,6,1.3,-1
O=C(O)c1ccccc1C=NN=C1c2ccccc2-c2ccccc21,-4.0,2,-1,0.0,1.0,4,-5,0.4,5

# Only Y pestis TopoI and Anthrax LF inh2, for some of the entries so far:
SMILES	Y pestis TopoI	Anthrax LF inh2
CC(C)CC(C(=O)Nn1cnnc1)N1C(=O)c2ccccc2C1=O (stereo not given)	-8	2
C=CCN1C(=O)C2(NC(=O)c3ccccc3N2)c2ccccc21 (stereo not given)	3	-13
N#C/C(=C\c1ccc(N2CCOCC2)c([N+](=O)[O-])c1)c1nc2ccccc2[nH]1	-1	1
O=C(CSc1nnc(NC(=O)c2ccc(F)cc2)s1)NCc1ccco1	2	-1

# Exported bar-delimited: part of the list above
canonical_smiles | FadD28 FP inh | BoNT-F LC inh | Anthrax LF inh2 | BoNT A protease | TcdB inh | Y pestis TopoI | PrPC surface inh | PfHsp40 rescue | CCHFV vOTU inh
CCN1C(=O)N[C@@H](c2ccccc2)[C@H](C(C)=O)[C@H]1C | -4.7 | 2 | 0 | 0.3 | 1.2 | -6 | 2 | -0.6 | -9
O=C(O)c1ccccc1C=NN=C1c2ccccc2-c2ccccc21 | -4.0 | 2 | -1 | 0.0 | 1.0 | 4 | -5 | 0.4 | 5

# (more compounds)
SMILES,FadD28 FP inh,BoNT-F LC inh,Anthrax LF inh2,BoNT A protease,TcdB inh,Y pestis TopoI,PrPC surface inh,PfHsp40 rescue,CCHFV vOTU inh
CCn1nnnc1SCCSc1nnnn1CC,-2.0,-12,-2,-1.8,.,-9,0,-0.4,2
CN(Cc1ccccc1)C(=O)c1csc([C@@H]2O[C@H](CO)[C@@H](O)[C@H]2O)n1,-2.7,-3,-6,-0.4,0.9,-7,-9,.,15
Cc1ccc(S(=O)(=O)N2CCC(C(=O)NCc3ccccc3CN3CCCC3)CC2)cc1C,-0.6,-5,-2,0.1,-0.7,10,-7,-0.6,6
C=CCn1cnc2c(c1=O)c1nc3ccccc3nc1n2/N=C/c1ccccn1,-3.4,-3,-1,-1.9,.,15,-33,-0.1,7
COc1cc(NC(=O)n2ncc3cc(Cl)ccc32)cc(OC)c1,-1.5,-36,-1,-2.2,0.8,-3,8,0.4,-14
O=C(O)C1=C[C@H](c2ccccc2)C[C@H](OCCCCO)O1,-1.2,1,0,0.1,0.3,2,-4,-1.0,-4
NC(=O)c1cc(S(=O)(=O)N2CCCCC2)cs1,-4.6,-3,-1,-0.9,2.4,3,1,0.2,21
Cn1c(=O)c2c(nc(OCc3cccnc3)n2Cc2ccccc2)n(C)c1=O,-3.1,-3,-5,-0.1,0.0,9,15,0.7,-5
O=C(Cn1ccc([N+](=O)[O-])n1)NCc1ccco1,-2.7,-4,-5,-0.5,0.2,-1,-2,-0.7,-1
Cc1nn2cc(-c3ncc(C(F)(F)F)cc3Cl)cnc2c1Br,-0.7,-2,3,1.0,0.4,10,-2,0.3,7
CCOC(=O)c1csc(NC(=O)CC2CCCC2)n1,-4.8,-4,-5,-0.3,1.2,7,14,-0.8,-5
CC(OC(=O)c1cc2c(s1)CCCCC2)C(=O)NC(N)=O (stereo not given),-1.1,1,0,-0.5,0.5,3,-1,-0.2,3
CCOC(=O)C1CCN(C(=O)COC(=O)c2ccc3c(c2)C(=O)N(c2ccc(OCC)cc2)C3=O)CC1,-2.0,-1,-4,-0.6,3.4,23,0,0.0,-1
Cc1cc(C)c2c3c(sc2n1)C(c1cccc(F)c1)C(C#N)=C(N)O3 (stereo not given),-2.5,13,9,16,.,7,-3,2.3,-10
CCN1CCN(C(=O)c2ccc(Sc3ccccc3Cl)c([N+](=O)[O-])c2)CC1,-3.4,-2,0,0.3,.,24,-26,-1.4,5
CC1CCCCC1NC(=O)c1ccc(S(=O)(=O)NCc2ccco2)cc1 (stereo not given),-0.4,-15,-3,-4.7,.,3,2,0.6,-3
CC(C)(CNC(=O)c1sc2cc(F)ccc2c1Cl)N1CCOCC1,-0.2,-5,-1,-0.6,1.5,4,-9,-1.0,4
COc1ccc2cc(C(=O)C3CCCN(C(=O)c4cc5nc(C)cc(C)n5n4)C3)ccc2c1 (stereo not given),-2.6,-8,5,-1.4,0.6,15,-10,0.3,-74
COc1ccc(OCC(=O)N2CCN(C(=O)c3ccccc3)CC2)cc1,1.1,-14,-1,-0.4,.,-2,5,-2.5,10
O=C(NCC1CCCO1)c1ccc2c(c1)C(=O)N(c1cccc([N+](=O)[O-])c1)C2=O (stereo not given),-0.4,6,0,0.6,0.7,-2,7,-0.6,11
Cc1cc(-c2[nH]nc3c2C(c2ccc(Cl)cc2)C(C#N)=C(N)O3)c(C)s1 (stereo not given),-3.7,0,-2,-0.4,3.9,3,-4,2.9,5
COC(=O)N1CCCCC1c1cc(C(=O)Nc2ccc3c(c2)OCO3)no1 (stereo not given),-1.6,1,-9,-0.1,0.1,12,2,.,1
CCOc1ccc(C(=O)Nc2cccc3ncccc23)cc1Br,-6.2,-5,-3,-0.7,1.2,21,-3,0.2,-7
